Assay outcomes deposited in PubChem BioAssay by several laboratories.
CSM14.1 death rescue: protection against thapsigargin-triggered cell killing – 384-well, CSM14.1, ATP luminescence, primary screen (AID 1222); CSM14.1 thapsigargin-induced death rescue, ATP luminescence; higher % means a stronger effect; one-dose cellular ATP content (survival), % at 20 µM; EC50 in µM for titrated hits; 190,000 tested, under 10 active;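 active means EC50 below 50 µM in the dose-response confirmation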;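 further: death triggered by thapsigargin at about 15 µM added after 2 h compound pretreatment; cell ATP read after overnight thapsigargin exposure of roughly 18 to 22 hours; normalized against plate controls of thapsigargin alone and 5% DMSO vehicle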
UTI89 phage lysis: inhibition of K1F phage lysis, E. coli UTI89, bacterial capsule biogenesis inhibitors, alamar blue (AID 488966); E. coli UTI89 K1F phage lysis, alamar blue, 2 h; higher % means a stronger effect; one-dose inhibition, % at 100 µM; IC50 in µM for titrated hits; 340,000 compounds, 0.02% hits;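 active means phage lysis inhibition, versus mean bacterial control, above a set limit; inconclusive means no clear call, values can overlap the other calls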;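 further: capsule biogenesis inhibitors block K1F phage lysis so surviving cells raise fluorescence; higher fluorescence means more inhibition of phage lysis; actives were called in the ten point dose series up to 300 µM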
PMI inhibitors: inhibitors of human PMI, primary screen, biochemical, fluorescence intensity, coupled assay (AID 1209). purified PMI enzyme, coupled fluorescence intensity; higher % means a stronger effect. inhibition, % at 20 µM, or IC50 in µM where a hit was titrated. 190,000 compounds, 0.42% hits;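 further: plate controls were DMSO vehicle for no effect and wells lacking substrate for full effect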
WT yeast gro inh: growth inhibition of WT yeast, mitochondrial fusion screen | inhibition, % at 10 µM | 190,000 compounds, 2.1% hits | mitochondrial fusion phenotypic screen, WT strain; in the data active means inhibition above about 58%; tested in S. cerevisiae
TNAP activators: human TNAP enzyme activators, primary screen, biochemical, luminescent, no phosphate acceptor, uHTS (AID 1001); purified TNAP, luminescent activation assay, no phosphate acceptor; higher activation fold means a stronger effect; activation fold at 20 µM; hits with a dose series show EC50 in µM; 200,000 compounds, 0.03% hits; in the data active means activation fold from about 3, or a potency from the dose series; inactive means the rest, 99 in 100 with activation fold below about 1.6; further: many of its hits are not listed in these tables
PMI inhibition: MPI inhibition at elevated mannose 6-phosphate – biochemical, fluorescence intensity, high mannose 6-phosphate, primary screen (AID 1220) | recombinant PMI enzyme, coupled fluorescence intensity; higher % means a stronger effect | inhibition, % at 20 µM; hits with a dose series show IC50 in µM | 190,000 compounds, 0.66% hits
Lipid droplet: modulators of hepatic lipid droplet formation | 240,000 compounds, 0.4% hits | AID 1656 | AML12 mouse hepatocytes, oleate lipid droplets, BODIPY imaging | inhibition, % at 6.5 µM;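 active means lipid droplet intensity inhibited by at least 50%, with more than 500 cells counted; inconclusive means wells with under 300 cells, treated as cytotoxic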
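System: AML12 hepatocytes (mouse). Probe or stimulus: oleic acid at 100 µM to induce lipid droplet formation. Times: overnight treatment with compound plus oleate. Detection: Image-based BODIPY and DAPI two-channel analysis. Evaluation: percent inhibition of filter-corrected integrated lipid droplet intensity per well.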
Myeloid diff 2: compounds promoting myeloid differentiation; calls only at 10 µM; ER-HoxA9 myeloid progenitors, lysozyme-GFP differentiation, flow cytometry; 360,000 compounds, 1% hits;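 active means normalized GFP-positive differentiation at or above the plate's own cutoff, the solvent-only control mean plus 3 SD; inconclusive means no clear call, values can overlap the other calls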;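 further: cells exposed to compound for four days before flow analysis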
P. falciparum M1AAP: P. falciparum M1AAP inhibitors, biochemical, fluorogenic H-Leu-NHMec substrate, 1536-well (AID 1445); recombinant M1AAP, H-Leu-NHMec fluorogenic kinetic assay; higher % means a stronger effect; one-dose inhibition, % at 30 µM; IC50 in µM for titrated hits; 220,000 compounds, 0.42% hits;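 active means primary inhibition above the hit cutoff, then over 50% inhibition at one or more dose response concentrations, cut at about 23% in these data, passing the limit was not always enough; inconclusive means conflicting primary data, or primary hits not chosen for dose response; inactive means low primary inhibition, or under 50% at every dose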;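 further: plate controls were DMSO full reaction for no effect and no enzyme background for full effect; strong numbers were not always called active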
WT yeast gro inh mutant strain: further read-out of WT yeast gro inh, marked with its call; inhibition, %; mitochondrial fusion phenotypic screen, mutant strain inhibition
Lipid droplet cells 6.5 µM: further read-out of Lipid droplet, marked with its call; cell count; measured here: cell count, cytotoxicity flag;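 cells counted across two imaged fields per well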
Myeloid diff 2 GFP+ MAC1+ %: also measured in Myeloid diff 2; calls as there; GFP+ MAC1+ double positive, %; measured here: differentiation confirmed by MAC1 staining
* hit, by the source's call; i = inactive; u = inconclusive; x = not tested or not shown; + = active, no number; [ ] = dose if it differs, or a comment. Unless noted, no stated cut-off is given here; in the data, active means inhibition above about 50%; inactive means the rest.

SMILES	CSM14.1 death rescue	UTI89 phage lysis	PMI inhibitors	WT yeast gro inh	WT yeast gro inh mutant strain	TNAP activators	PMI inhibition	Lipid droplet	Lipid droplet cells 6.5 µM	Myeloid diff 2	Myeloid diff 2 GFP+ MAC1+ %	P. falciparum M1AAP
COc1cc(NC(=S)Nc2ccc(OC(F)F)cc2)cc(OC)c1	x	-0.1%	x	x	x	x	x	-0.6	717	i	0.4	2.8%
Cn1nc(CC(=O)NCCN2C(=O)CSC2=O)c2ccccc2c1=O	-1.8%	0.3%	-9.7%	4.3	-0.3	1.1	-8.2%	x	x	i	1.6	-10.1%
N#CCC(=O)Nc1ccc(C(=O)NCC(c2ccco2)N2CCCCC2)cc1 (stereo unspecified)	-1.2%	0.4%	1.3%	-1.8	1.8	1.1	7.3%	1.8	745	+	1.4*	2.9%
CC(C)(C)C(=O)N1CCN(c2ccc([N+](=O)[O-])cc2-n2cccc2)CC1	x	1.7%	x	x	x	x	x	-0.8	628	i	0.6	5.7%
COC(=O)c1ccc(S(=O)(=O)N2CCCN(Cc3cccc(Br)c3F)CC2)n1C	x	0.1%	x	x	x	x	x	2.0	724	i	0.5	1.9%
O=S(=O)(NCC1NCCc2ccccc21)c1ccccc1 (stereo unspecified)	0.5%	2.4%	-3.2%	-14.2	5.9	1	5.0%	-4.1	701	i	0.8	10.1%
COc1cccc(CSc2nc3sc(C)c(C)c3c(=O)n2Cc2ccco2)c1	28.1%	0.1%	30.0%	-7.2	4.7	1	15.9%	x	x	i	0.4	6.5%
COc1ccc(N2CCN(C(=O)CC(NC(N)=O)c3cccc(Oc4ccccc4)c3)CC2)cc1 (stereo unspecified)	2.2%	0.4%	7.3%	3.4	5.5	1.1	4.3%	23.5	778	i	0.5	3.5%
Brc1ccc(-c2ccc(/C=N/Nc3nc(N4CCOCC4)nc(N4CCOCC4)n3)o2)cc1	-1.4%	0.1%	1.7%	12.0	-6.7	1	5.4%	5.3	705	i	0.2	3.4%
Cc1ccccc1-c1n[nH]c(=S)o1	-1.4%	0.1%	-2.7%	-23.7	-21.4	1.1	-14.3%	x	x	i	1.1	1.9%
CCOC(=O)CC(=O)CSc1nnc2sc3ccccc3n12	-1.9%	-1.5%	-9.4%	-12.9	-5.9	1.1	-11.9%	x	x	i	1.1	13.2%
S=C(NCCN1CCOCC1)Nc1ccc(-c2nc3ccccc3[nH]2)cc1	-1.9%	-0.1%	6.0%	8.2	45.5	1	7.7%	4.0	693	i	1.1	1.4%
CCN(CC(=O)Nc1ccccc1OC)CC(=O)Nc1ccccc1C(F)(F)F	-2.4%	0.1%	11.5%	2.8	-13.5	1.4	16.9%	-2.5	675	i	0.1	3.2%
O=C(CCNc1cc(Cl)cc(Cl)c1)c1ccco1	-2.7%	-3.8%	15.6%	-8.7	1.7	1	11.4%	0.1	752	i	0.6	15.9%
COc1ccc(N2C(=O)C3CCCN3C2=O)cc1 (stereo unspecified)	-0.2%	0.1%	2.8%	-2.9	-1.8	1.1	-5.3%	-8.3	765	i	0.3	3.7%

Shown with values under each structure: four of the compounds above
Value order: CSM14.1 death rescue, UTI89 phage lysis, PMI inhibitors, WT yeast gro inh, WT yeast gro inh mutant strain, TNAP activators, PMI inhibition, Lipid droplet, Lipid droplet cells 6.5 µM, Myeloid diff 2, Myeloid diff 2 GFP+ MAC1+ %, P. falciparum M1AAP
> COC(=O)c1ccc(S(=O)(=O)N2CCCN(Cc3cccc(Br)c3F)CC2)n1C
 : x, 0.1%, x, x, x, x, x, 2.0, 724, i, 0.5, 1.9%
> O=S(=O)(NCC1NCCc2ccccc21)c1ccccc1 (stereo unspecified)
 : 0.5%, 2.4%, -3.2%, -14.2, 5.9, 1, 5.0%, -4.1, 701, i, 0.8, 10.1%
> COc1cccc(CSc2nc3sc(C)c(C)c3c(=O)n2Cc2ccco2)c1
 : 28.1%, 0.1%, 30.0%, -7.2, 4.7, 1, 15.9%, x, x, i, 0.4, 6.5%
> COc1ccc(N2CCN(C(=O)CC(NC(N)=O)c3cccc(Oc4ccccc4)c3)CC2)cc1 (stereo unspecified)
 : 2.2%, 0.4%, 7.3%, 3.4, 5.5, 1.1, 4.3%, 23.5, 778, i, 0.5, 3.5%

More records.
SMILES	CSM14.1 death rescue	UTI89 phage lysis	PMI inhibitors	WT yeast gro inh	WT yeast gro inh mutant strain	TNAP activators	PMI inhibition	Lipid droplet	Lipid droplet cells 6.5 µM	Myeloid diff 2	Myeloid diff 2 GFP+ MAC1+ %	P. falciparum M1AAP
S=C(Nc1ccc(Nc2ccccc2)cc1)NN1CCOCC1	x	0.3%	x	x	x	x	x	-1.3	678	i	0.3	8.5%
FC(F)(F)c1cc(-c2ccco2)nc(N2CCN(c3ccccc3)CC2)n1	-0.9%	-0.2%	21.8%	27.2	-2.7	1.1	15.8%	16.3	798	i	1.6	-6.2%
CC(=O)c1c(C(=O)O)[nH]c(C(=O)O)c1C	-0.4%	0.5%	107.8%*	12.5	7.0	1.1	-7.9%	11.9	670	i	0.2	0.1%
COc1ccccc1-n1cnc2cc(C(=O)NCCCN3CCOCC3)ccc21	x	0.3%	4.3%	0.7	-10.0	1	0.7%	0.6	752	i	1.4	-2.1%
CCn1cc(C(=O)C(F)(F)F)c2ccccc21	-0.9%	0.0%	0.6%	15.8	4.5	1.1	-3.6%	x	x	i	2.0	3.6%
Cc1ccc2c(CC(=O)O)coc2c1	6.6%	-0.2%	14.8%	1.5	1.0	1.1	10.1%	6.1	848	u	x	15.1%
CCC1(C)N(O)C(C)(C)C(c2ccc(OC)cc2)=[N+]1[O-] (stereo unspecified)	-0.1%	2.0%[50 µM]	1.5%	9.8	-5.6	1.1	3.8%	x	x	i	1.0	0.0%
COCCCNC(=O)CNC(=S)N(Cc1ccccc1)Cc1cccnc1	4.6%	0.3%	-16.8%	-2.8	-5.6	1	-12.6%	7.7	716	i	0.3	1.6%
CCOc1ccc(NC(=O)c2cccnc2Cl)c([N+](=O)[O-])c1	-1.5%	0.4%	-4.8%	-7.1	-9.6	1.1	-3.7%	-6.9	675	i	0.9	6.0%
Cc1ccc(C(c2nnnn2CC2CCCO2)N2CCN(C)CC2)cc1 (stereo unspecified)	0.2%	-0.1%	4.2%	16.0	8.8	1.1	-17.2%	-10.8	709	i	0.3	-4.7%
Cc1ccc(-c2nnc(SCC(=O)N3CCCc4ccccc43)n2N)cc1	1.4%	0.7%	-8.1%	-0.2	-8.7	1.1	2.7%	x	x	i	0.9	-2.4%
O=C(COC(=O)c1ccc(F)cc1)NCCc1ccc(F)cc1	-1.2%	-0.6%	-12.5%	1.1	18.6	1	-8.4%	2.9	721	i	0.2	6.0%
Cc1ccc(S(=O)(=O)N(C)C)cc1NC(=O)CN1C(=O)NC(Cc2c[nH]c3ccccc23)C1=O (stereo unspecified)	x	-0.1%	x	x	x	x	x	-13.3	701	i	0.8	2.3%
CC1CCCC(C)N1C(=O)Nc1cccc(Cl)c1 (stereo unspecified)	0.1%	0.5%	2.7%	-5.5	-5.3	1.1	2.5%	0.0	755	i	1.8	1.4%
Cc1ccc2c(c1)N(Cc1ccc3c(c1)OCO3)C(=O)C(C)O2 (stereo unspecified)	0.4%	-0.5%	5.3%	-7.2	-6.9	1.1	2.7%	x	x	i	10.0	-1.8%
CCc1ccccc1NC(=O)C1CCN(C(=O)c2ccc([N+](=O)[O-])cc2)CC1	-2.6%	0.3%	15.7%	4.3	3.9	1.1	15.9%	-12.0	703	i	0.8	1.2%
Cc1[nH]c2ccccc2c1C(=O)CSc1ccc(F)cc1	-2.7%	-0.2%	4.9%	-10.3	-11.8	1.1	14.9%	-58.8	736	i	0.2	2.2%
CC(C)Cc1cc(CN2CCCC(CO)(Cc3cccc(Cl)c3)C2)[nH]n1 (stereo unspecified)	-3.0%	0.1%	15.9%	8.9	-7.4	1	15.4%	-21.1	723	i	0.5	5.0%
COc1ccc(C2C=C(c3ccc(Br)s3)Nc3ncnn32)cc1OC (stereo unspecified)	-1.3%	x	-45.3%	-9.6	3.9	1.1	-80.9%	-2.0	572	x	x	11.9%
COCC(C)NC(=S)NC(=O)c1cc(S(=O)(=O)N2CCOCC2)ccc1C (stereo unspecified)	-1.0%	0.3%	0.2%	6.0	8.1	1.1	2.4%	0.4	667	i	0.4	2.0%
Cn1c(SCC(=O)N2c3ccccc3Sc3ccc(Cl)cc32)nnc1-c1ccco1	3.4%	0.3%	-10.4%	24.2	-1.2	1.1	-12.7%	-8.5	742	i	5.5	5.5%
Cc1nc2cccc(C(=O)NCc3ccccc3)c2o1	-2.3%	2.0%	11.2%	-2.1	-2.1	1	32.9%	x	x	i	0.8	13.3%
CCOC(=O)C(=O)N/N=C(/c1ccccc1)c1ccc(OC)cc1	x	0.0%	x	x	x	x	x	28.0	712	i	0.9	0.8%
C=CCn1c(SCC(=O)NCc2ccco2)nc2sc3c(c2c1=O)CCC3	0.5%	4.1%	-12.4%	2.4	-2.6	1.1	-10.7%	x	x	i	0.7	6.1%
COc1cccc(C2/C(=C(\O)c3c(C)nc4c(C)cccn34)C(=O)C(=O)N2CCCN(C)C)c1 (stereo unspecified)	1.5%	x	-5.8%	x	x	1.1	0.1%	x	x	x	x	x
CNc1nc(Sc2cccc(C(F)(F)F)c2)cc(C(F)(F)F)n1	-1.0%	0.4%	14.7%	4.7	5.2	1.1	9.1%	x	x	i	0.7	7.2%
N/C(=N\OC(=O)C1CC1)c1ccc([N+](=O)[O-])s1	x	0.3%	x	x	x	x	x	-6.1	756	i	0.3	-1.8%
CC(=O)Nc1ccc(N2CCCCC2)cc1	-1.2%	0.7%	-0.9%	2.1	-2.8	1.1	-3.1%	x	x	i	2.3	4.3%
O=C(NCc1ccc(-c2csnn2)cc1)c1cc(Cl)cc(Cl)c1	x	-2.2%	x	x	x	x	x	13.9	727	i	0.3	8.4%

PMI inhibitors: what is marked active above.
structure,PMI inhibitors,WT yeast gro inh mutant strain,TNAP activators,PMI inhibition,Myeloid diff 2 GFP+ MAC1+ %,P. falciparum M1AAP
CC(=O)c1c(C(=O)O)[nH]c(C(=O)O)c1C,107.8%*,7.0,1.1,-7.9%,0.2,0.1%
